# Compound activity deposited in PubChem BioAssay by several laboratories.
# BH1578 lux ind = inducers of Vibrio cholerae quorum light production without autoinducers, primary screen, BH1578 luxS cqsA deficient, single point; V. cholerae BH1578 lux reporter, luminescence, 6 h; activation, % at 18.7 µM; actives 0.16% (n = 350,000); AID 588436, 2011; in the data active = activation mostly above about 9.7%, no sharp cut-off; note: not every result past the cut was called active; inactives centre near 0; reference of the scale not given here
# PrPC TRFRET = inhibitors of human cell surface prion protein PrPC, primary screen, cell-based, TR-FRET | Major prion protein (Homo sapiens), P04156 | actives 0.43% (n = 370,000) | inhibition, % at 13.8 µM | TR-FRET read-out; in the data active = inhibition above about 24%; note: 0% = median of the test wells and 100% = reference compound wells
# DUSP3 inh = VHR1 phosphatase inhibitors, primary screen, biochemical, absorbance, uHTS. Dual specificity protein phosphatase 3 (Homo sapiens), P51452. recombinant VHR phosphatase, pNPP absorbance. inhibition, % at 13.3 µM. actives 0.52% (n = 290,000). AID 1654, 2009; in the data active = inhibition above about 50%; note: some compounds called inactive have numbers as strong as hits
# Target sequence (P51452 whole entry, looked up): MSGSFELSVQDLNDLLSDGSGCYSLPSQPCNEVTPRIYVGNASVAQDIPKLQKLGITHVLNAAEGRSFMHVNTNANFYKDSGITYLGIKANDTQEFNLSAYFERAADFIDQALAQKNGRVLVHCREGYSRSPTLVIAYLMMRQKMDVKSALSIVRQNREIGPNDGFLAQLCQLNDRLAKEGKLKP
# Rv3671c inh = Rv3671c serine protease inhibitors, primary screen, biochemical, fluorescence polarization, M. tuberculosis H37Rv; actives 0.048% (n = 320,000); inhibition, % at 5.96 µM; in the data active = inhibition above about 38%;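 note: extracellular domain of Rv3671c used as enzyme; 0% = enzyme with DMSO and 100% = no enzyme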
# Target sequence (P9WHR9 whole entry, looked up, the tested form may be a part): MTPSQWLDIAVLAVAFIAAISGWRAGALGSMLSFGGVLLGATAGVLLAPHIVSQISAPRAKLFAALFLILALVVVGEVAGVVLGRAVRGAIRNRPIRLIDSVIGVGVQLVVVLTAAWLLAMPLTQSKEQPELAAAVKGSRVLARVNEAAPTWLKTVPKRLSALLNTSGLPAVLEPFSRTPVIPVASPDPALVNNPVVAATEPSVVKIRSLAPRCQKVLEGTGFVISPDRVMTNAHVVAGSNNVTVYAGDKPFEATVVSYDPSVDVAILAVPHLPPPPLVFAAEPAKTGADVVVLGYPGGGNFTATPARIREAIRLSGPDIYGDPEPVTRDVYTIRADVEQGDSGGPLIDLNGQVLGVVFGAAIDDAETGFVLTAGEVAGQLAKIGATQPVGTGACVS
# Y pestis TopoI = Yersinia pestis topoisomerase I inhibitors, primary screen, biochemical, cleavage product accumulation, plate reader, single point. Y. pestis Topo-I cleavage product accumulation. AID 504884, 2011. activity, % at 10 µM. actives 0.064% (n = 360,000); in the data active = activity above about 50%, passing the limit was not always enough; note: inactives centre near 2
# MazEF act = activators of E. coli MazEF toxin-antitoxin RNase, primary screen, biochemical, fluorescence, uHTS. activation, % at 20 µM. Endoribonuclease toxin MazF (Escherichia coli (strain K12)), P0AE70. FAM/BHQ RNA-DNA oligo cleavage fluorescence, 5 h. AID 504720, 2011. actives 0.32% (n = 350,000); in the data active = activation above about 50%
# Target sequence (P0AE70 whole entry, looked up): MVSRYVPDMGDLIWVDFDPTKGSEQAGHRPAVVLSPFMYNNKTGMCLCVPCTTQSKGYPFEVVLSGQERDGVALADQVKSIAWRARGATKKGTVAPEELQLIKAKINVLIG
# SSB-PriA inh = inhibitors of Klebsiella pneumoniae PriA binding to SSB C-terminal tail, primary screen, biochemical, AlphaScreen | inhibition, % at 33 µM | actives 0.6% (n = 430,000) | PriA–SSB C-terminal tail interaction (Klebsiella pneumoniae) | AlphaScreen SSBct-PriA binding, biotinylated peptide | AID 1272365, 2023; in the data active = inhibition mostly above about 37%, no sharp cut-off; inactive = mostly below about 20%;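 note: plate controls were negative control peptide for no effect and reference peptide for full effect; strong numbers were not always called active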
# TcdB GH inh = TcdB glycohydrolase inhibitors, primary screen, biochemical, single point, plate reader | Toxin B (Clostridioides difficile), P18177 | TcdB glycohydrolase enzymatic assay | inhibition, % at 9.99 µM | actives 0.24% (n = 350,000); in the data active = inhibition above about 10%
# CCHFV vOTU inh = CCHFV vOTU protease inhibitors, primary screen, biochemical, Pep-AMC substrate, fluorescence; Crimean-Congo hemorrhagic fever virus L polyprotein viral ovarian tumor (vOTU) protease …; inhibition, % at 11.5 µM; actives 0.55% (n = 370,000); AID 651958, 2012; in the data active = inhibition above about 30%; note: 0% = vehicle wells with enzyme and 100% = no enzyme wells
# SARS 3CLpro inh = SARS-CoV 3CLpro protease inhibitors, primary screen, biochemical, quenched FRET. actives 0.14% (n = 290,000). inhibition, % at 6 µM. recombinant SARS-CoV 3CLpro, quenched FRET peptide cleavage. Replicase polyprotein 1ab (Severe acute respiratory syndrome coronavirus), P0C6X7; in the data active = inhibition above about 12%
# Starred values were filed as active, the others as inactive; i = inactive; / = not tested or not shown. A portion of the library; rates above refer to the full screens.
SMILES,BH1578 lux ind,PrPC TRFRET,DUSP3 inh,Rv3671c inh,Y pestis TopoI,MazEF act,SSB-PriA inh,TcdB GH inh,CCHFV vOTU inh,SARS 3CLpro inh
CC(=O)Nc1ccc(Nc2ccc(N3C(=O)CCCC3=O)cc2[N+](=O)[O-])cc1,i,-46,10,4,-13,10,11,/,-8,0
Cc1c(Cl)cccc1NC(=O)c1ccc(OCC(=O)NCc2ccccc2)cc1,-0.3,6,9,-5,1,3,-4,1.2,3,1
CCc1cccc2c(C(=O)CN3C(=O)N(C)C4(CCCCC4)C3=O)c[nH]c12,-0.7,-3,/,-5,-8,3,6,1.5,14,/
c1ccc(C(c2ccccc2)c2noc(CN3CCC(c4ccncc4)CC3)n2)cc1,-2.8,-4,26,-5,3,-11,-2,-0.7,-3,-1
CCOc1ccc(/C(O)=C2/C(=O)C(=O)N(CC3CCCO3)C2c2cccs2)cc1 (stereo unspecified),0.7,9,7,-10,4,-5,/,0.5,-4,5
O=C(Nc1ccc(Cc2ccncc2)cc1)c1ccc(S(=O)(=O)N2CCCC2)cc1,i,24,2,/,6,16,-7,1.1,-4,-2
CC12CCC(=O)C=C1CCC1C2CCC2(C)C(c3csc(N)n3)CCC12 (stereo unspecified),4.3,8,/,/,6,-5,-3,1.3,23,/
COc1ccccc1C(=O)N/C(=C\c1cn(C)c2ccccc12)C(=O)N1CCCC1,-0.4,2,15,-12,20,7,2,-0.6,19,-2
CCOc1ccc(NC(=O)CN(C)C(=O)c2cn(-c3ccc(C)cc3)nc2-c2cccc(OC)c2)cc1OCC,-1.1,8,/,/,9,-11,2,0.3,-32,/
COc1ccc(NC(=O)c2ccco2)c(NC(=O)Cc2cccs2)c1,-5.6,2,17,2,-9,-3,1,/,0,0
O=C1CCc2cc(S(=O)(=O)Nc3ccccc3)cc3c2N1CC3,1.6,-2,/,11,-15,6,8,2.1,-6,/
CC(C)(C)OC(=O)N1CCC[C@H]1C(=O)Nc1ccc(S(=O)(=O)C(F)F)cc1,0.6,6,7,-1,4,11,5,1.2,-3,-1
Cn1c(=O)c2c(ncn2CC(COCc2ccccc2Cl)OCc2ccccc2Cl)n(C)c1=O (stereo unspecified),1.2,2,14,2,13,7,-11,/,7,3
COc1ccc(-n2cc(C(=O)c3ccc4ccccc4c3O)cn2)cc1,-0.3,3,-1,8,2,-10,-12,1.2,1,0
CCOC(=O)c1cnc(-n2nc(C)cc2C)nc1N(CC)CC,-2.1,-3,-11,-6,12,-1,23,/,-1,-6
CCN(CC)C(=O)C1CCCN(C(=O)c2cc(COc3cccc(OC)c3)on2)C1 (stereo unspecified),-3.6,-2,-7,1,31,-3,10,0.3,0,4
CCOc1ccccc1NC(=O)COC(=O)Cc1ccsc1,i,5,/,2,13,-6,-16,1.6,-13,/
Cc1nc(-c2ccccc2)cc(N2CCCC2)n1,i,10,5,-1,10,0,0,/,2,0
O=[N+]([O-])c1ccc(N/N=C/c2ccc(O)c(O)c2O)c(S(=O)(=O)N2CCOCC2)c1,-0.2,-7,20,/,-40,6,/,-1.8,34*,2
Cc1ccc(C(=O)OC(C)C(=O)c2cc(C)c(C)cc2C)o1 (stereo unspecified),1.1,/,-14,0,24,2,-36,/,/,2
CCn1c(COc2ccccc2OC)nc2ccccc21,0.6,4,11,-2,7,-18,-8,0.8,-6,1
COc1cc2c(cc1OC)C(c1cc(Br)c(OC)c(OC)c1)CC(=O)N2 (stereo unspecified),0.2,-1,26,/,-5,6,-3,0.8,-4,2
COc1ccc(/C=N/Nc2nc(N3CCCC3)nc(N3CCCC3)n2)cc1,-0.3,3,2,3,3,-1,i,2.0,-7,-4
COc1ccc(N2CCN(C3CC(=O)N(Cc4ccccc4)C3=O)CC2)cc1 (stereo unspecified),-0.3,1,26,8,5,6,-10,-0.1,-14,-1
CNC(=O)c1nn(-c2ccc(Cl)cc2)ccc1=O,-0.3,-5,16,-3,-2,-1,-2,/,13,-2
CC(=O)Nc1ccc(OCc2cccc3ccccc23)cc1,i,7,29,-11,10,9,7,1.4,-7,8
O=C(COc1ccc([N+](=O)[O-])cc1)Nc1ccccc1N1CCCC1,i,4,35,15,0,-9,4,1.3,0,0
O=C(Nc1ccccc1-c1nc2ccccc2s1)c1cccnc1Cl,-1.6,-2,6,-1,7,-5,-18,1.7,-10,-1
CC(=O)c1ccccc1NC(=O)COC(=O)c1c(C)nn(-c2ccccc2)c1C,-2.5,-2,/,-9,30,-5,-20,-0.1,8,/
C/C(=N\NC(=O)CSc1nc(C)[nH]c1[N+](=O)[O-])c1ccc(F)cc1,-0.5,2,4,-1,11,3,/,-2.0,6,2

# Molecules listed so far containing a furan ring, fused or not (2):
SMILES,BH1578 lux ind,PrPC TRFRET,DUSP3 inh,Rv3671c inh,Y pestis TopoI,MazEF act,SSB-PriA inh,TcdB GH inh,CCHFV vOTU inh,SARS 3CLpro inh
COc1ccc(NC(=O)c2ccco2)c(NC(=O)Cc2cccs2)c1,-5.6,2,17,2,-9,-3,1,/,0,0
Cc1ccc(C(=O)OC(C)C(=O)c2cc(C)c(C)cc2C)o1 (stereo unspecified),1.1,/,-14,0,24,2,-36,/,/,2

# Following part:
SMILES,BH1578 lux ind,PrPC TRFRET,DUSP3 inh,Rv3671c inh,Y pestis TopoI,MazEF act,SSB-PriA inh,TcdB GH inh,CCHFV vOTU inh,SARS 3CLpro inh
COc1cc(C2NC(=O)c3ccccc3O2)ccc1OC(C)C (stereo unspecified),i,7,2,0,-1,-26,6,2.0,-6,-2
CN1C(=O)N(c2ccccc2)C(Nc2nncs2)C1(C)C (stereo unspecified),-0.5,2,18,0,-5,5,-7,/,2,1
CC1(C)OC(C)(C)/C(=C\c2ccc(OCC(N)=O)cc2)C1=O,-0.3,5,/,3,4,2,-12,1.8,12,/
O=C(COc1cccc2ccccc12)N/N=C/c1ccncc1,i,8,22,-10,3,3,/,0.3,10,0
CS(=O)(=O)c1ccc2c(c1)sc1nc(=O)c(/C=C3/C=CC(=O)C(O)=C3)c(N)n12,i,3,/,-3,4,-284,/,-1.3,0,-1
Cc1nn(C)c(C)c1S(=O)(=O)N1CCC(CO)(CC2CCCCO2)CC1 (stereo unspecified),-0.3,0,25,5,-1,3,-13,-1.1,12,0
COc1ccc(CN(CC(=O)NCc2ccc(F)cc2)C(=O)CCC(=O)Nc2nccs2)cc1,-0.3,2,-11,1,-4,-19,-16,1.5,-10,-1
Cc1ccc(/C=N/n2nnnc2N)o1,-0.2,-4,37,-1,-5,2,/,/,5,-4
CCCC(C)NC(=O)c1cc(S(=O)(=O)N2CCCCCC2)ccc1OC (stereo unspecified),i,3,/,0,18,0,-4,0.5,8,/
O=C(OCC#Cc1c(COC(=O)c2ccccc2)nnn1Cc1ccccc1)c1ccccc1,-1.0,4,15,-7,4,-17,-30,1.9,6,/
CCCCN(CCCC)S(=O)(=O)c1ccc(NS(=O)(=O)c2ccc(NC(C)=O)cc2)cc1,i,/,-8,-79,-7,6,-2,0.3,/,7
Cc1ccc(S(=O)(=O)NC(=O)Nc2cc(C)ccc2F)cc1,i,2,-2,2,5,0,12,/,-2,2
C[C@H]1CN([C@@H](C)CO)C(=O)c2cccc(NC(=O)c3cnccn3)c2O[C@@H]1CN(C)S(=O)(=O)c1ccc(F)cc1,i,/,/,2,4,0,-4,/,/,/
COc1cc(/C=N/NC(=O)CNC(=O)c2ccc3c(c2)OCCO3)ccc1O,i,-9,3,-2,0,5,/,/,-2,-9
Nc1nc(SCC(=O)Nc2cc(Cl)c(Cl)cc2Cl)n[nH]1,i,14,/,-2,0,-2,-9,1.5,4,/
CCOc1ccccc1NC(=O)NC1CCCCCCC1,i,10,0,/,4,-2,-5,-2.5,5,1
CSc1nc2[nH]ncc2c(=O)n1-c1ccccc1,-0.3,-6,2,6,-13,0,-19,0.9,-3,-3
O=C(NN=C1CCCC1)c1ccccc1OCc1ccc(Cl)cc1,-0.5,-6,14,7,6,14,2,-0.5,21,1
CC(C)c1nnc(N2C(=O)c3oc4ccccc4c(=O)c3C2c2ccco2)s1 (stereo unspecified),i,-1,3,2,3,19,-6,/,3,-11
Cc1cn(CC(=O)NCCc2c[nH]c3ccccc23)c(=O)[nH]c1=O,-0.2,-7,/,/,3,6,8,1.0,4,/
CC(C)Oc1ccc(S(=O)(=O)N2CCOCC2)cc1NC(=O)C1CSC2(C)CCC(=O)N12 (stereo unspecified),-0.6,0,/,-2,18,-1,-21,1.7,-9,/
NC(=O)c1ccc[n+](CC(=O)c2ccccc2)c1,i,4,17,-6,-7,-33,14,0.9,-5,2
Cc1c(C(=O)Nc2nc(-c3ccccn3)cs2)oc2ccccc12,i,/,/,-30,27,-4,69*,/,/,/
NC(=O)C1CCN(C(=O)COc2cccc3ccccc23)CC1,1.4,3,-4,-1,4,-7,-11,0.7,1,-4
COc1ccc(S(=O)(=O)N(C)c2ccc(C(=O)NCc3ccccn3)cc2)cc1,-0.5,0,5,-2,-1,1,2,0.1,-4,3
COC(=O)c1c(C)[nH]c(C)c1-c1ccc([N+](=O)[O-])cc1,-0.4,-25,5,-4,5,-1,17,1.4,6,-1
CCn1nnnc1SCC(=O)N1CCCCC1,-1.5,-6,/,5,2,1,-12,0.1,-1,/
COc1ccc(-n2c(Cn3nnc4ccccc43)nnc2SCC(=O)O)cc1,-0.6,4,2,0,4,2,-17,/,-15,-4
CCOC(=O)c1c(C)n(Cc2ccco2)c2ccc(OC)cc12,/,-7,-19,-7,0,-1,-2,/,17,-6
COc1ccc(CNC(=O)C2Cc3c(-c4cccc(F)c4)ccnc3O2)cc1OC (stereo unspecified),i,-4,/,/,18,/,/,0.6,4,/
Cc1ccc(C(CC(=O)O)C2CCOC(C)(C)C2)cc1 (stereo unspecified),i,9,20,2,3,4,-8,0.0,-9,-4
Cc1ccc(CNc2nc(-c3cccnc3)nc3ccccc23)cc1,-0.3,20,22,-38,30,8,-1,1.2,5,3
O=C(O)/C=C\C(=O)Nc1ccc(F)c(F)c1F,i,6,13,-2,-1,1,1,0.3,-11,0
O=C1[C@H](Cc2ccccc2)NCCCC[C@@H](c2ccco2)N1Cc1ccccc1,-8.3,-6,/,/,-7,-5,3,0.5,2,/
Cc1c(Cl)cccc1NC(=O)c1cc(-c2ccco2)on1,-0.2,7,10,-6,3,7,7,1.4,8,0
Cn1c(CO)cnc1SCc1c(Cl)cccc1Cl,i,0,-4,-1,-11,-14,4,/,-2,1
COc1ccc(Nc2nnc(SCC(=O)/C=C3/N(C)c4ccccc4C3(C)C)s2)cc1,i,18,8,-18,27,-2,7,/,24,-4
CC1(C(=O)NCc2ccccc2)Oc2ccccc2NC1=O (stereo unspecified),7.7,0,15,3,7,-3,-6,/,-4,0

# Profiles, quoted from the list. Order of values: BH1578 lux ind | PrPC TRFRET | DUSP3 inh | Rv3671c inh | Y pestis TopoI | MazEF act | SSB-PriA inh | TcdB GH inh | CCHFV vOTU inh | SARS 3CLpro inh
# Cc1ccc(C(CC(=O)O)C2CCOC(C)(C)C2)cc1 (stereo unspecified) is entered as i | 9 | 20 | 2 | 3 | 4 | -8 | 0.0 | -9 | -4
# COc1ccc(Nc2nnc(SCC(=O)/C=C3/N(C)c4ccccc4C3(C)C)s2)cc1 is entered as i | 18 | 8 | -18 | 27 | -2 | 7 | / | 24 | -4
# CC1(C(=O)NCc2ccccc2)Oc2ccccc2NC1=O (stereo unspecified) is entered as 7.7 | 0 | 15 | 3 | 7 | -3 | -6 | / | -4 | 0
